KDM4E inh: JMJD2E (human) inhibition | B2RXH2 | JMJD2E catalytic domain, FDH-coupled NADH fluorescence (FDH is formaldehyde dehydrogenase) | Potency, µM (top dose mostly 57.1 µM), inactives show at the top dose activity change, negative = inhibition, usual class: inhibitors | 230,000 tested, 1.6% active | AID 2147; active means well fitted inhibition curve with a large enough effect, not every such curve was filed as active; inconclusive means small, poorly fitted or top-dose-only effect, or another doubt; inactive means no such curve, though single readings can be large or run the other way;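 further: 0% = wells with enzyme and -100% = buffer wells without enzyme; nearly all actives have a fitted effect of over 50% in size; many of its hits are not listed in these tables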
Target sequence (B2RXH2 1-337 limits assumed): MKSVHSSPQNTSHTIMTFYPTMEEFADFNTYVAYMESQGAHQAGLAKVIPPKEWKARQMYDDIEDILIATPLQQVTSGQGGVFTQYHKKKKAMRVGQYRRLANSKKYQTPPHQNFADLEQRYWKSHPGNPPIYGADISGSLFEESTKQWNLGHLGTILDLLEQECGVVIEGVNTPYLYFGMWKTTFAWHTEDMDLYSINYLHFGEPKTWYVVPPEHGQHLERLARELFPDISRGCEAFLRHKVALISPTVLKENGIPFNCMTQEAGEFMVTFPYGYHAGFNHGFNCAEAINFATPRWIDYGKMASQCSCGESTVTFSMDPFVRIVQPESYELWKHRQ
GoLoco inh red: inhibitors of human Gai1-RGS12 GoLoco interaction (red fluorophore). P63096. 230,000 tested, 0.44% active. Potency, µM (doses to about 61.6 µM), without a hit: at the highest dose activity, negative = inhibition, most hits filed as inhibitors. Gai1:RGS12 GoLoco peptide FP, rhodamine, 10 min; active means well fitted inhibition curve with a large enough effect, not every such curve was filed as active; inactive means no such curve, though single readings can be large or run the other way; further: on the % scale 0 is the no-effect control and ±100 the full control effect; nearly all actives have a fitted effect of over 30% in size; many of its hits are not listed in these tables
IMPase Li cell: cell-permeable IMPase inhibitors with lithium potentiation; Potency, µM (series often up to 59.4 µM), for inactives: at the highest dose activity, negative = IMPase inhibition, most hits filed as inhibitors; CHO-M1 cells, IP1 TR-FRET (IP-One), carbachol + lithium; 210,000 tested, 0.35% active;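 further: IP1 builds up when IMPase is blocked and the TR-FRET signal falls; plate controls were basal vehicle for no effect and high inhibitor control for full effect; nearly all actives have a fitted effect of over 50% in size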
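Lithium-sensitised IP1 accumulation assay; M1-expressing CHO cells treated 30 min at 37C with compound. Competitive antibody detection by time-resolved FRET followed a 10 min room-temperature lysis step.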
Luc counter: counter-screen: inhibitors of Kinase-Glo firefly luciferase | AID 1379 | 200,000 tested, 0.28% active | Kinase-Glo luciferase, ATP luminescence, 8 min | Q27757 | Potency, µM (top dose mostly 38.3 µM), for the others: at the highest dose activity change, negative = inhibition, actives largely listed as inhibitors; further: on the % scale 0 is the no-effect control and ±100 the full control effect; nearly all actives have a fitted effect of over 60% in size
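Light output from Kinase-Glo luciferase with luciferin and 10 uM ATP in 50 mM imidazole pH 7.2, KCl, MgCl2, Tween 20, BSA; compound pin-delivered, 8-min ambient incubation, then luminescence read.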
Epigenetic derep: derepresses silenced GFP reporter in murine cells | 280,000 tested, 0.2% active | AID 1865 | Potency, µM (titrated, usually from 53.9 µM), for inactives: top-dose GFP activation, usual class: activators | murine LDR cells, GFP reporter derepression, 30 h; further: % of control where 0% means no effect; nearly all actives have a fitted effect of over 60% in size
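Reporter derepression read as number of fluorescent GFP-positive objects, 20-120 um in size, counted by laser-scanning cytometer. Mouse LDR line with an epigenetically silenced CMV-GFP locus; compound incubation 30 h, 37 C.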
RECQ1 helicase: RECQ1 (human) helicase inhibition | P46063 | RECQ1 DNA unwinding, red fluorescence kinetic read | Potency, µM (top dose mostly 57.3 µM), inactives show at the highest dose activity, negative = inhibition, actives largely listed as inhibitors | 240,000 tested, 0.54% active;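 further: plate controls were vehicle for no effect and no enzyme for full effect; nearly all actives have a fitted effect of over 30% in size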
Target sequence (P46063 whole entry, looked up): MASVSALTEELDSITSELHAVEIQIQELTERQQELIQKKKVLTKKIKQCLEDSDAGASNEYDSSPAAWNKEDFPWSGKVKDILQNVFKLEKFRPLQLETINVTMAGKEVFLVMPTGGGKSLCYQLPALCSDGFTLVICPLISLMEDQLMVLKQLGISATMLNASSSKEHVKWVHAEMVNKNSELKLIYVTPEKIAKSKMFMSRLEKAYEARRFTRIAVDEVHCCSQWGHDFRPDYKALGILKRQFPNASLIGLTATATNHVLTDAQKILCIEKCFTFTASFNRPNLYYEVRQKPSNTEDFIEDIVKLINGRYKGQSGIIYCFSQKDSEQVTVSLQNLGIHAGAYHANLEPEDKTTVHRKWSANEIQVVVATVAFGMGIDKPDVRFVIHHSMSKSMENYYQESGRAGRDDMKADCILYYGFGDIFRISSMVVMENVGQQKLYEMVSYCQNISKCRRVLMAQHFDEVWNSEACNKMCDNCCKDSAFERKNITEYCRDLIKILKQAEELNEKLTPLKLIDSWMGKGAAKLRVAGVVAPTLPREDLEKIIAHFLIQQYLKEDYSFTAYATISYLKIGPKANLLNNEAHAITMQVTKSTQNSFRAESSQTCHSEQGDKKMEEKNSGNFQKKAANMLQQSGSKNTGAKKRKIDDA
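50 nM RECQ1T1 preincubated 15 min with compound in Tris pH 8.0 buffer with MgCl2, DTT, Tween-20 and 2.5 ug/ml poly(dI-dC); started with 200 nM TAMRA/BHQ-2 forked duplex and 2 mM ATP. Unwinding read as fluorescence (525/598 nm), two reads 2 h apart.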
NPSR antag: blocks cAMP signaling of the human neuropeptide S receptor. 220,000 tested, 1% active. Q6W5P4. CHO-NPSR cells, cAMP TR-FRET, antagonist mode. Potency, µM (top dose mostly 38.3 µM), without a hit: top-dose activity change, negative = inhibition, usual class: inhibitors. AID 1461; further: on the % scale 0 is the no-effect control and ±100 the full control effect; nearly all actives have a fitted effect of over 50% in size; many of its hits are not listed in these tables
SMN2 splice enh: SMN2 splice variant enhancement. HEK293 SMN2-luciferase splicing reporter, luminescence, 30-36 h. 210,000 tested, 2.8% active. Potency, µM (highest dose often 46.1 µM), for the others: top-dose activity change, positive = activation, hits mostly activators. AID 1458; further: % of control where 0% means no effect; nearly all actives have a fitted effect of over 55% in size
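HEK293 cells carry an SMN2 minigene-luciferase reporter in which exon 7 inclusion puts luciferase in frame. Cells were seeded at 2000 cells/well, attached for 10-12 hours, then exposed to compounds for 30-36 hours at 37C before ONE-Glo luminescence.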
Starred values were filed as active, the others as inactive; i = inactive; ? = inconclusive; · = no result given; & = joins results of further samples; [ ] = remark or other dose. Unless noted, the call rests on the fitted dose curve; in most records, active means well fitted curve in the direction sought with a large enough effect; inconclusive means small, poorly fitted or top-dose-only effect, or another doubt; inactive means no such curve, though single readings can be large; an effect the other way counts as inactive or inconclusive. Potency means the concentration at half of the fitted maximal effect. Only part of the results is shown; the hit share may differ from the screen's.

SMILES	KDM4E inh	GoLoco inh red	IMPase Li cell	Luc counter	Epigenetic derep	RECQ1 helicase	NPSR antag	SMN2 splice enh
Cc1ccc2c([N+](=O)[O-])c(C)ccc2n1	4.4%	3.5%	-5.1%[38.3 µM]	-3.0%	-1.9%	-1.2%	6.1%[46.1 µM]	-19.2%
CCOC(=O)C(C)Oc1ccc(OCc2ccccc2)cc1 (stereo not given)	-3.5%	-5.2%	5.2%	-2.6%	-0.5%	-4.6%	0.9%	0.8%
CCOC(=O)C1CCCN(C(=O)COC(=O)c2ccc(C#N)cc2)C1 (stereo not given)	6.2%	8.0%	-1.9%	0.9%	-2.6%	-12.0%	-0.1%	10.1%
C[C@@]1(C2CCCC2)Cc2cc(OCC(=O)O)c(Cl)c(Cl)c2C1=O	-13.5%	-2.2%&3.9%&10.9%	8.5%&-16.5%&-21.7%	-1.6%	1.0%&1.1%&3.2%	12.6%&3.1%	-1.2%[46.1 µM]	17.1%&-2.4%&-6.6%
Cc1cc(C)n2ncc(C(=O)Nc3cccc(O)c3)c2n1	-13.2%	-3.6%	-1.5%	-0.7%	3.0%	0.2%	6.7%	-2.2%
COC(=O)c1cccc(C(=O)Nc2ccc(C)cc2Br)n1	0.4%	9.0%	9.4%[38.3 µM]	-4.3%	-1.1%	-2.8%	-19.7%[46.1 µM]	?
NC(=O)c1csc(-c2ccc(CO)o2)n1	·	9.2%[14.2 µM]	0.8%	-12.7%[7.66 µM]	·	·	·	-0.4%[9.22 µM]
CCC(CC)c1nnc(NC(=O)C2CC(=O)N(c3ccc4c(c3)OCCO4)C2)s1 (stereo not given)	-0.8%	-3.0%	1.8%	6.4%	1.0%	8.7%	-1.4%	-0.9%
CCOC(=O)CNC(=O)N1CCCC(C(=O)c2ccccc2SC)C1 (stereo not given)	3.6%	0.2%	3.4%	0.9%	1.0%	-2.1%	-18.2%	·
CC(C)(C)c1ccc(COC(=O)Nc2ccc(F)cc2)cc1	12.5%	-7.7%	8.1%	1.3%	2.2%	i	-13.0%	?
CC(=O)Nc1cccc(/C(C)=N/NC(=O)c2ccc(Cl)cc2Cl)c1	8.3%	5.7%	10.5%	-1.7%	1.0%	i	3.9%	-26.4%
CN(C)c1nc2ccc(OCCN3CCCCC3)cc2s1	-5.6%	-1.6%	20.2%[38.3 µM]	-4.5%	-0.4%	-2.6%	-26.2%[46.1 µM]	4.9%
COc1ccc(O)c(C(=O)c2cnc3nc4ccccc4n3c2)c1	?	63.7%[activator]	3.6%	2.7%	0.0%	14.6%	29.8%	7.7%
O=C(Cc1ccccc1)NC(=S)Nc1ccc2oc(-c3ccccc3)nc2c1	?	3.4%	16.4%	0.3%	9.4%	-6.8%	-41.0%	11.2µM*
CC1CN(c2ccc([N+](=O)[O-])c(NCCOc3ccccc3)c2)CCN1 (stereo not given)	5.0%	0.1%	8.9%	3.1%	1.1%	i	16.7%	·
CCO[C@H]1OC(C(=O)NCc2ccccc2)=C[C@@H](c2coc3ccccc3c2=O)[C@@H]1CCCO	6.7%	10.1%	-1.4%	·	-3.0%	-18.4%	2.4%	·
O=C(NCC1(c2ccccc2)CCCC1)c1ccco1	?	18.9%	13.2%	3.3%	-1.1%	i	14.7%	·
CCOC(=O)C1C(=O)NC(c2ccccc2)=NC1c1ccccc1 (stereo not given)	7.0%	2.9%	-10.9%[38.3 µM]	-1.0%	1.8%	0.1%	1.2%[46.1 µM]	-2.6%
CN1CCN(CCCNC(=O)Nc2cccc3ccccc23)CC1	?	-0.6%	-19.9%[38.3 µM]	-5.2%	-1.1%	7.6%	4.1%[46.1 µM]	0.3%
CN1C(=O)C(/C(N)=N/NC(=O)c2ccccc2)C2CC1(C)Oc1ccccc12 (stereo not given)	2.6%	9.2%	1.6%	-0.7%	3.2%	-9.4%	8.1%	-5.4%
Cc1c(NC(=O)CN2CCN(c3ccc([N+](=O)[O-])cc3)CC2)c(=O)n(-c2ccccc2)n1C	-0.6%	5.5%	-9.4%	7.1%	0.0%	-4.8%	-7.4%	-65.1%[inhibitor]
C/C(=N\N=C(N)N)c1ccc(C)c(C)c1	3.6%	10.4%	·	·	3.2%	-14.6%	4.7%	·
COC(=O)c1ccccc1-n1cccc1C(=O)NP(=O)(N1CCOCC1)N1CCOCC1	14.9%	14.6%	-1.1%	-0.4%	-1.1%	-11.1%	9.7%	8.8%
COc1ccc(NC(=O)c2oc3ccccc3c2NC(=O)C2CCCO2)cc1OC (stereo not given)	-4.1%	-0.1%	6.1%	-2.3%	-1.1%	-2.0%	-0.9%	?
CC(=O)Nc1ccc(Oc2ccc(NC(C)=O)c(NC(C)=O)c2)cc1	-5.8%	-11.9%	-8.4%	0.0%	-1.1%	i	-7.6%	1.3%
CCN(CC)S(=O)(=O)c1ccc(Oc2ccccc2)cc1	6.6%	7.8%	44.1%[activator][38.3 µM]	-4.0%	-1.0%	-11.7%	-14.5%[46.1 µM]	-15.1%
O=C(Nc1cccc(F)c1)/C(=C\c1ccco1)NC(=O)c1cccs1	-1.0%	5.8%	-12.0%[38.3 µM]	0.1%	-1.2%	?	-6.9%[46.1 µM]	3.9%
O=C(N/N=C/c1c(Nc2cccc(C(F)(F)F)c2)nc2ccccn2c1=O)c1ccccc1	2.5%	9.6%	5.5%[38.3 µM]	-3.1%	2.5%	-0.9%	-5.7%[46.1 µM]	-16.0%
O=C(NCc1ccccc1)C(=O)Nc1nc(-c2ccccc2)cs1	-11.6%	8.6%	·	·	2.2%	-3.3%	9.3%	·
CN(C)c1ccc(C=Nc2cnn(C)c2C(N)=O)cc1	-21.6%	-4.6%	38.9%[activator][38.3 µM]	-5.4%	0.0%	i	2.8%[46.1 µM]	·
CCOC(=O)c1[nH]c(C)c(C(=O)N2CCc3ccccc32)c1C	6.4%	3.3%	-3.8%[38.3 µM]	1.1%	2.2%	-1.0%	?	-23.8%
O=c1cc(C(F)F)oc2c1ccc1ccccc12	?	-2.5%	?	2.5%	4.8%	-11.8%	-22.0%[46.1 µM]	-1.3%
C(=N\c1nc2ccccc2n1CCN1CCCCC1)/c1cccs1	-4.5%	2.8%	-5.9%[38.3 µM]	-4.1%	-1.8%	i	7.5%[46.1 µM]	-11.9%
Cc1ccc(C)c(N2CCN(C(=O)c3cc4ccccn4n3)CC2)c1	5.0%	-3.0%	17.6%	8.3%	-1.0%	2.5%	-31.8%	-7.9%
O=C(Cc1ccccc1)NCC(=O)N1CCCCC1	4.0%	-12.1%	-1.8%	-1.7%	1.2%	i	17.6%	6.3%
CCOC(=O)c1ccc(Nc2nc(C(=O)OCC)nc3ccccc23)cc1	?	11.4%	12.4%[38.3 µM]	-2.8%	1.2%&-1.1%	2.4%	?	23.2%
CC(C)C(=O)Nc1ccc(C(=O)N2CCCCCC2)cc1	-0.1%	0.6%	-4.8%[38.3 µM]	-4.5%	4.4%	-1.1%	-2.0%[46.1 µM]	-5.5%
CCOC(=O)C1CCN(c2nc(-c3ccc(Br)cc3)nc3ccccc23)CC1	?	2.3%	4.7%	-1.5%	-0.2%&0.0%	-2.6%	-44.0%	-32.7%
Cn1c(SCC(=O)NCCc2ccc(S(N)(=O)=O)cc2)nc2ccccc2c1=O	-2.7%	5.4%	-4.7%	0.6%	-2.2%	2.5%	7.6%	-16.2%
COc1ccc(OC)c(C2C(C(=O)c3ccccc3)=C(C)Nc3nc4ccccc4n32)c1 (stereo not given)	-5.0%	1.2%	13.3%	-3.2%	0.8%	i	-22.0%	-8.5%

Entries of single compounds, looked up by structure. Order of values: KDM4E inh, GoLoco inh red, IMPase Li cell, Luc counter, Epigenetic derep, RECQ1 helicase, NPSR antag, SMN2 splice enh
Record of CC(C)C(=O)Nc1ccc(C(=O)N2CCCCCC2)cc1 → -0.1%, 0.6%, -4.8%[38.3 µM], -4.5%, 4.4%, -1.1%, -2.0%[46.1 µM], -5.5%
Record of O=C(NCc1ccccc1)C(=O)Nc1nc(-c2ccccc2)cs1 → -11.6%, 8.6%, ·, ·, 2.2%, -3.3%, 9.3%, ·

(continued)
SMILES	KDM4E inh	GoLoco inh red	IMPase Li cell	Luc counter	Epigenetic derep	RECQ1 helicase	NPSR antag	SMN2 splice enh
COc1ccc(Cl)c(OC)c1C(=O)NC(=O)Nc1c(F)cc(F)cc1F	1.1%	6.8%	·	·	0.0%	-6.0%	-6.0%	·
Cc1ccc(S(=O)(=O)Cc2ccc(C(=O)N3CCN(Cc4ccccc4)CC3)o2)cc1	-8.7%	2.2%	24.4%[38.3 µM]	-0.9%	2.6%	i	-5.9%[46.1 µM]	-33.0%[inhibitor]
COc1ccccc1OCc1nc(Cc2ccc(Cl)cc2)no1	0.4%	-5.6%	28.6%[38.3 µM]	2.4%	0.0%	-0.4%	-12.2%[46.1 µM]	23.6%
NC(=O)C1CCN(CC(O)CSc2ccccc2)CC1 (stereo not given)	4.7%	-18.7%	·	·	5.7%	-2.7%	12.6%	·
Cc1occc1-c1nnc(SCC(=O)N2CCOCC2)n1Cc1ccco1	-2.9%	-3.9%	-21.3%[38.3 µM]	-2.3%	-4.3%	-8.0%	-14.4%[46.1 µM]	-4.8%
Cc1cc(C)nc(/N=C(\N)Nc2ccc(S(=O)(=O)Nc3nc(C)cc(C)n3)cc2)n1	2.2%	-4.8%	9.2%	1.8%	3.4%	9.1%	-12.1%	·
COc1cccc(NC(=O)c2ccc(NCCCN3CCC(C)CC3)c([N+](=O)[O-])c2)c1	1.8%	-0.5%	16.6%	-1.1%	-4.4%	-0.9%	-45.3%	-49.0%[inhibitor]
CC(=O)c1c(N)n(C)c(=O)n(C)c1=O	-0.3%	1.6%	-11.2%[38.3 µM]	3.3%	2.4%	-10.1%	-4.8%[46.1 µM]	6.7%
NC(=O)/C=C/C(=O)Nc1ccc(Cl)cc1	-5.8%	-6.9%	-5.1%	2.7%	?	i	16.0%	3.3%
COc1cc(C(=O)Nc2ccccc2-c2nnn(CC(N)=O)n2)cc(OC)c1OC	?	-7.9%	-23.5%[38.3 µM]	-2.5%	0.1%	-12.3%	29.9%[46.1 µM]	-27.1%
CCOc1ccc(N2C(=O)CC(N(Cc3ccco3)C(=O)CC)C2=O)cc1 (stereo not given)	8.0%	0.3%	0.9%	-3.5%	0.0%	i	2.3%	-0.1%
